BAZ2B block – qHTS Assay for Inhibitors of BAZ2B. AlphaScreen BAZ2B-H3K14Ac peptide displacement. Potency, µM (doses to about 114 µM), inactives show at the top dose activity change, negative = inhibition, usual class: inhibitors. hit rate 4.4% among 360,000. AID 504333, 2011; also: % is scaled to controls: 0 for no effect and ±100 for the full control effect; nearly all actives have a fitted effect of over 60% in size
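Complex of BAZ2B and biotin-H3K14Ac (50 nM apiece) forms over 30 min at RT, then faces library compounds up to 110 uM for another 30 min; AlphaScreen beads added, 20 min dark incubation, luminescence read.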
JMJD2A Tudor inh – qHTS Assay for Inhibitors of JMJD2A-Tudor Domain; AlphaScreen JMJD2A-Tudor / H3K4me3 peptide binding; Potency, µM (doses to about 114 µM), inactives show at the highest dose activity change, negative = inhibition, most hits filed as inhibitors; Lysine-specific demethylase 4A (Homo sapiens), O75164; hit rate 4.4% among 390,000; AID 504339, 2011; also: % is scaled to controls: 0 for no effect and ±100 for the full control effect; nearly all actives have a fitted effect of over 50% in size
Pol kappa inh – qHTS for Inhibitors of Polymerase Kappa; DNA polymerase kappa (Homo sapiens), Q9UBT6; Potency, µM (series often up to 107 µM), for the others: at the highest dose activity, negative = inhibition, actives largely listed as inhibitors; purified Pol kappa, fluorescent DNA synthesis assay, 10 min; hit rate 0.53% among 400,000; AID 588579, 2011; also: % is scaled to controls: 0 for no effect and ±100 for the full control effect
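Fluorescent qHTS in 1536-well format: enzyme (10 nM) and compound sat 15 min at room temperature before 50 nM substrate (final) was added. Signal taken at 0 and 10 min; no-enzyme buffer wells were negative controls.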
Pol beta inh – qHTS Assay for Inhibitors of DNA Polymerase Beta | P06746 | Pol beta primer extension/strand displacement, fluorescence kinetic | Potency, µM (series often up to 114 µM), inactives show at the highest dose activity change, negative = inhibition, hits mostly inhibitors | hit rate 1.3% among 340,000; also: % is scaled to controls: 0 for no effect and ±100 for the full control effect
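Values derive from four-parameter Hill fits of normalized kinetic data: reads at 0 and 10 min following addition of 50 nM substrate to 10 nM Pol beta preincubated 15 min with compound.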
BLM inh – qHTS Assay for Inhibitors of Bloom's syndrome helicase (BLM). RecQ-like DNA helicase BLM (Homo sapiens), P54132. recombinant BLM DNA unwinding, fluorescence dequenching. Potency, µM (series often up to 56.1 µM), without a hit: at the highest dose activity change, negative = inhibition, hits mostly inhibitors. hit rate 0.2% among 350,000;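 also: plate controls were vehicle for no effect and no enzyme for full effect; nearly all actives have a fitted effect of over 35% in size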
G9a inh – qHTS Assay for Inhibitors of Histone Lysine Methyltransferase G9a. Potency, µM (series often up to 102 µM), without a hit: at the highest dose activity, negative = inhibition, most hits filed as inhibitors. Histone-lysine N-methyltransferase EHMT2 (Homo sapiens), Q96KQ7. hit rate 8.8% among 350,000. G9a H3K9 monomethylation, AlphaScreen, 2 h; also: % is scaled to controls: 0 for no effect and ±100 for the full control effect; nearly all actives have a fitted effect of over 75% in size
Target sequence (Q96KQ7 913-1193 limits assumed): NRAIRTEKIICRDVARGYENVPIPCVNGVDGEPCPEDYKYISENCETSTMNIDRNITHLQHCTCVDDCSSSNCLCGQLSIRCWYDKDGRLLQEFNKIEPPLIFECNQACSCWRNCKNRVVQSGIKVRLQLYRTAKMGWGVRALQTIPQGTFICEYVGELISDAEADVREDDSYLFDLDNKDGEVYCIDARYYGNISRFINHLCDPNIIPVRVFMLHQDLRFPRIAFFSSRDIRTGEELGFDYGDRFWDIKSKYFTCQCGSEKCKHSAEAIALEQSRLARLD
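AlphaScreen read-out: biotin-H3K9 peptide (500 nM) methylation by 20 nM enzyme with 20 uM SAM, 2 h at room temperature after 15 min compound preincubation; anti-monomethyl H3K9 antibody plus donor/acceptor beads, 10 min dark.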
APEX1 inh – qHTS Assay for Inhibitors of the Human Apurinic/apyrimidinic Endonuclease 1 (APE1); DNA repair nuclease/redox regulator APEX1 (Homo sapiens), P27695; recombinant APE1, TAMRA/BHQ-2 abasic DNA cleavage fluorescence; Potency, µM (titrated, usually from 65.8 µM), for the others: at the highest dose activity change, negative = inhibition, most hits filed as inhibitors; hit rate 0.35% among 350,000; AID 2517, 2012;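 also: plate controls were vehicle for no effect and reference inhibitor for full effect; nearly all actives have a fitted effect of over 55% in size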
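APE1 at 0.75 nM preincubated 15 min at room temperature with compound. Reaction then started with 50 nM double-stranded THF-abasic substrate labelled with TAMRA/BHQ-2, and 525/598 nm fluorescence read kinetically. Activity taken as third-minus-first read difference, normalized to DMSO and NSC13755 controls.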
POLH inh – qHTS for Inhibitors of Polymerase Eta. DNA polymerase eta (Homo sapiens), Q9Y253. recombinant Pol eta, fluorescent DNA replication assay. Potency, µM (doses to about 114 µM), inactives show at the top dose activity change, negative = inhibition, actives largely listed as inhibitors. hit rate 1.2% among 390,000. AID 588591, 2011; also: % is scaled to controls: 0 for no effect and ±100 for the full control effect
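Pol eta at 10 nM preincubated with compounds 15 min at room temperature; reaction started with fluorescent substrate (50 nM final) and read kinetically at 0 and 10 min.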
POLI inh – qHTS for Inhibitors of Polymerase Iota; DNA polymerase iota (Homo sapiens), Q9UNA4; Pol iota fluorescent replication assay, 10 min; Potency, µM (doses to about 115 µM), for the others: at the highest dose activity, negative = inhibition, actives largely listed as inhibitors; hit rate 1% among 390,000; AID 588590, 2011
Target sequence (Q9UNA4 whole entry, looked up): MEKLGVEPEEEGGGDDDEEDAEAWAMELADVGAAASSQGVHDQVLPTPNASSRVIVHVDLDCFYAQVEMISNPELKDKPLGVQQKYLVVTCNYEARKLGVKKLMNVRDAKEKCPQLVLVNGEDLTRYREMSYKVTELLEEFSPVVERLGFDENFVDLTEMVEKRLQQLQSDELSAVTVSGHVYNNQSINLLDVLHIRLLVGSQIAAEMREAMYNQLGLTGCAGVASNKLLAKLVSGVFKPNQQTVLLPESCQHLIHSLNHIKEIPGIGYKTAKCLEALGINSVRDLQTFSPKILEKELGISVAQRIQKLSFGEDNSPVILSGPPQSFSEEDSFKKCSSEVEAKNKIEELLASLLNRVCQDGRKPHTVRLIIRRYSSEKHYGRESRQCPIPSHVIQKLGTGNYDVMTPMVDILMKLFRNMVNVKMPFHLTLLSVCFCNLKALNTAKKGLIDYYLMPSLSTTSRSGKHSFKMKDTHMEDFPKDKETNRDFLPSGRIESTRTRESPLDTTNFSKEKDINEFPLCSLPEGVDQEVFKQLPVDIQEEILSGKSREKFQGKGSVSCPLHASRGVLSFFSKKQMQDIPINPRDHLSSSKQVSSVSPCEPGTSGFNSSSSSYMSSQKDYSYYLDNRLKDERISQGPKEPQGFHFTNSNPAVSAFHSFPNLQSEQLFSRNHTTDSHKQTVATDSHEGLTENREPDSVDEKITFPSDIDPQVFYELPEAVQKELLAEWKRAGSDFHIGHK
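Fluorescent replication assay read twice, at 0 min and 10 min after adding 50 nM (final) substrate. Enzyme (10 nM) and compounds were first incubated 15 min at room temperature; enzyme-free buffer wells were negative controls.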
Active calls of the source: *; ? = inconclusive; . = not tested or not shown; & = joins results of further samples; [ ] = another dose, or the depositor's remark. Calls follow the shape of the dose curve; as a rule, active = well fitted curve in the direction sought with a large enough effect; inconclusive = small, poorly fitted or top-dose-only effect, or another doubt; inactive = no such curve, though single readings can be large; an effect the other way counts as inactive or inconclusive. Potency is read from the fitted curve at half-maximal effect. An excerpt; rates above refer to the full screens.

SMILES	BAZ2B block	JMJD2A Tudor inh	Pol kappa inh	Pol beta inh	BLM inh	G9a inh	APEX1 inh	POLH inh	POLI inh
CCN(CC)C(=O)c1cccc(NC(=O)C2=COCCO2)c1	-3%	-17%	-2%	.	.	17%[12.7 µM]	-3%	2%	8%
O=S(=O)(Nc1cc(F)ccc1F)c1ccc2[nH]c3c(c2c1)CCCCC3	40µM*	?	-14%[60.1 µM]	3%	-7%	?	.	-14%	-13%
COc1ccccc1C1CCN(C(=S)Nc2ccc(Br)cc2)CC1	?	?	-2%	17%	-11%	.	11%	-18%	30%
O[C@@H]1C2CCCC1[C@]1(O)CCCCC1C2 (stereo not given in full)	2%	-2%	-10%	1%	0%	.	-1%	-7%	8%
Cc1ccccc1N=Nc1c(O)n(C)c2ccccc12	-14%	-33%	-16%	-7%	-1%	7.9µM*	9%	4%	4%
COCCOCC(=O)Nc1ccc(S(=O)(=O)Nc2cc(C)nc(C)n2)cc1	6%	-9%	9%	-21%	-3%	24%	18%	-3%	1%
O=C(C1CCN(c2nnc(-n3cccc3)s2)CC1)N1CCc2ccccc2C1	-19%	?	?	11%	-20%	?	0%	-10%	?
O=C(C1CC1)N1CCc2cc(S(=O)(=O)N3CCCc4ccccc43)ccc21	2%	-13%	6%	35%	-3%	30%[0.501 µM]	2%	-11%	-7%
N#C/C(=C\Nc1ccccn1)S(=O)(=O)c1ccc(Cl)cc1	?	-11%	6%	-19%	-3%	28%	-4%	2%	-11%
Cc1nnn(C23CC4CC(CC(CC(=O)Nc5ccc(C)c(C)c5)(C4)C2)C3)n1	-5%	-9%	-4%	0%	-4%	?	1%	-9%	14%
CCOc1ccc(NC(=O)CS(=O)(=O)c2cn(CC)c3ccccc23)cc1	5%	-3%	2%	-18%	0%	-15%[59 µM]	-4%	-9%	21%
O=C(Nc1ccccc1[N+](=O)[O-])c1csnn1	?	-28%	-3%	15%	-1%	?	.	-17%	21%
Cc1ccc2sc(NNC(=O)c3ccc4c(c3)OCCO4)nc2c1C	?	?	-14%	2%	6%	10µM*	?	-8%	-31%
CCOC(=O)CSc1nc2ccccc2c(=O)n1CCC(=O)NCCc1ccc(OC)c(OC)c1	5%	-7%	-5%	9%	3%	-9%	3%	-13%	37%[activator]
Cc1ccc(Cl)cc1NC(=O)CSc1nc2c(c(=O)[nH]1)CN(Cc1ccccc1)CC2	-4%	-1%	6%	-3%	1%	-42%[59 µM]	.	-21%	23%
Cc1sc(NC(=S)NC(=O)c2cccs2)nc1-c1ccc(C(C)C)cc1	4%	-17%	2%	13%	0%	12%[59 µM]	?	-2%	-4%
Cn1cc(CNC(=O)COc2ccc(Cl)cc2Cl)cn1	-3%	3%	-4%	2%	1%	11%[12.7 µM]	5%	-14%	32%[activator]
CCc1ccccc1-n1nnc(-c2nsc(NC(=O)c3ccc(C)c(C)c3)n2)c1C	1%	-6%	-8%	-29%	-8%	7%[59 µM]	.	-24%	-19%
Cn1nc(-c2ccc(OCC(=O)Nc3ccccc3)cc2)c2ccccc2c1=O	4%&-6%	0%&-17%	-8%&-5%	-21%&-2%	0%&-1%	-5%[59 µM]	1%	7%	5%&6%
CCC(c1nnnn1C1CCCC1)N(Cc1cccs1)Cc1cc2cc(C)ccc2[nH]c1=O (stereo not given)	-7%	-29%	-2%	-25%	-5%	10%[59 µM]	1%	-3%	-1%
Cc1cc(NC(=O)CN2C(=O)NC(C)(c3ccc(OC(F)F)cc3)C2=O)no1 (stereo not given)	2%	7%	-5%	-2%	-1%	-49%	10%	-18%	-1%
O=C(NCC1CCCCC1)c1ccccc1[N+](=O)[O-]	?	-3%	2%	12%	-1%	-5%	-5%	-11%	2%
COCc1c(C(=O)N/N=C\c2ccccn2)nnn1-c1nonc1N	40µM*	79µM*	-3%	60%	2%	0.79µM*	0%[12.4 µM]	5%	-15%
CC(C)(C)C(=O)NCCN1C(=O)S/C(=C\c2ccc([N+](=O)[O-])cc2)C1=O	-30%	-24%	7%	19%	-3%	2%[59 µM]	-5%	-11%	27%
O=C(O)C(c1ccccc1)N1C(=O)/C(=C\c2ccc(O)c(O)c2)SC1=S (stereo not given)	8.9µM*	20µM*	7.1µM*	4µM*	7%	7.9µM*	-38%	3.2µM*	?
Cn1c(C2CCCCC2)nc2cc(N)ccc21	-3%	-10%	-2%	8%	1%	.	-4%	-8%	-17%
CCOc1cc(/C=N/Nc2nc(N3CCCC3)nc(N3CCCC3)n2)ccc1O	-32%	-30%	-19%	13%	-8%	?	4%	-11%	?
Cc1cc(C)n(CCc2nc3c4ccccc4nc(N4CCN(c5cccc(C)c5C)CC4)n3n2)n1	1%	-9%	3%	24%	-3%	-2%[59 µM]	.	-9%	1%
CCC(C)Sc1cc(-c2nc3cc(C)ccn3c2NC2CCCCC2)ccc1OC (stereo not given)	.	50µM*	-9%	.	.	.	7%	-12%	-22%
CCc1sc(C(C2C(=O)CC(C)(C)CC2=O)C2C(=O)CC(C)(C)CC2=O)cc1[N+](=O)[O-]	?	-12%	-12%	?	-4%	.	-7%	?	?

Four entries from above, as a markdown table.
| canonical_smiles | BAZ2B block | JMJD2A Tudor inh | Pol kappa inh | Pol beta inh | BLM inh | G9a inh | APEX1 inh | POLH inh | POLI inh |
| --- | --- | --- | --- | --- | --- | --- | --- | --- | --- |
| Cc1cc(NC(=O)CN2C(=O)NC(C)(c3ccc(OC(F)F)cc3)C2=O)no1 (stereo not given) | 2% | 7% | -5% | -2% | -1% | -49% | 10% | -18% | -1% |
| O=C(NCC1CCCCC1)c1ccccc1[N+](=O)[O-] | ? | -3% | 2% | 12% | -1% | -5% | -5% | -11% | 2% |
| COCc1c(C(=O)N/N=C\c2ccccn2)nnn1-c1nonc1N | 40µM* | 79µM* | -3% | 60% | 2% | 0.79µM* | 0%[12.4 µM] | 5% | -15% |
| CC(C)(C)C(=O)NCCN1C(=O)S/C(=C\c2ccc([N+](=O)[O-])cc2)C1=O | -30% | -24% | 7% | 19% | -3% | 2%[59 µM] | -5% | -11% | 27% |

Continuation:
SMILES	BAZ2B block	JMJD2A Tudor inh	Pol kappa inh	Pol beta inh	BLM inh	G9a inh	APEX1 inh	POLH inh	POLI inh
COC(=O)c1ccc(N=Cc2c(-c3ccccc3)[nH][nH]c2=O)cc1	?	-5%	4%[60.1 µM]	-14%	-8%	40µM*	-4%	4%	4%
COc1ccc(Nc2nc(C)nc3c2oc2ccccc23)c(OC)c1	-23%	0%	4%	8%	-6%	-15%	45%[activator]	-4%	23%
O=C(OCC(=O)N1CCOCC1)c1ccc(Cl)c(S(=O)(=O)N2CCc3ccccc32)c1	.	-22%	5%	.	.	.	-1%	-24%	51%[activator]
Cc1ccc(NC(=O)COC(=O)c2cc(Cl)ccc2Cl)c(Br)c1	-5%	0%	-9%	31%	-2%	-10%[59 µM]	-5%	-10%	0%
CCOC(=O)c1c(C)c(-c2ccccc2)n(CC(=O)NC2CCCCCC2)c1C	-14%	0%	-2%	-1%	-1%	-3%[59 µM]	.	-13%	-24%
O=C(COc1ccc(N2CC(C(=O)O)CC2=O)cc1)Nc1cccc(C(F)(F)F)c1 (stereo not given)	3%	9%	-5%	-1%	0%	-5%[12.7 µM]	0%	-13%	-5%
Cc1c(OCC(=O)N2CCC(C(=O)NCCCC(=O)O)CC2)ccc2c1oc(=O)c1ccccc12	-13%	13%	2%	6%	5%	?	34%	-12%	10%
CC(=O)NC1C(Oc2ccc(C)cc2)OC2COC(c3ccco3)OC2C1O (stereo not given)	-4%	-15%	-1%	-4%	1%	-5%	-1%	0%	10%
CCOc1ccc(S(=O)(=O)NCc2ccc(C)cc2)c2cccnc12	38%[activator]	-17%[57.1 µM]	-4%	9%	-1%	12%	0%	-21%	4%
Cc1cc(NC(=O)CSc2nnc(CNC(=O)c3ccc(F)cc3)o2)no1	2%	-10%	3%	-1%	-4%	21%	14%	-14%	34%[activator]
CC1(C)CC(=O)c2cnc3c(C#N)cnn3c2C1	2%	-8%	-12%	44%	-3%	-12%[59 µM]	12%	-11%	10%
CC1CCC(NC(=O)CCNC(=O)c2ccc(Br)cc2)CC1 (stereo not given)	-4%	-13%	-18%	.	.	-39%	-6%	1%	11%
COc1ccc(CCN2C(=O)CC(N3CCN(C/C=C/c4ccccc4)CC3)C2=O)cc1OC (stereo not given)	-19%	4%	-6%	?	-1%	7%	-11%	-18%	16%
COc1ccc(-c2c3c(=O)n(C)c(=O)n(C)c3c3n2-c2ccccc2NC3c2ccc(O)cc2O)cc1 (stereo not given)	8%	5%	2%	3%	-4%	7%[59 µM]	.	-5%	6%
Cc1cc2c(cc1NS(=O)(=O)c1ccc(Br)cc1)n(C)c(=O)c(=O)n2C	-7%	-4%	-20%	4%	3%	12%[59 µM]	.	-7%	4%
CCC(=O)NC(c1ccc(Cl)cc1Cl)c1ccc2cccnc2c1O (stereo not given)	-5%	-28%	-18%	2%	-11%	17%	12%	-8%	9%
C=CCNC(=O)c1onc(CSc2ccccn2)c1C(=O)NCC=C	2%	-3%	-22%	5%	-2%	-8%[12.7 µM]	14%	-7%	1%
COc1c(F)c(F)c(C(=O)O)c(Nc2cccc(C)c2)c1F	-35%	-15%	-17%	-1%	0%	?	4%	-12%	46%[activator]
CS(=O)(=O)c1cccc(-c2nnc(NC(=O)c3ccc4c(c3)OCCO4)o2)c1	?	-16%	-7%[60.1 µM]	-7%	-1%	44%[activator][59 µM]	.	7%	-23%
Cc1nn(C)c(C(=O)NNC(=S)NC2CCCCC2)c1Cl	-12%	1%	-1%	23%	-13%	?	12%	-12%	-3%
CCCCN(C(=O)C1CCCC1)c1c(N)n(Cc2ccccc2)c(=O)[nH]c1=O	.	-17%	-2%	.	.	.	42%	-1%	16%
O=C(O)COc1ccc(S(=O)(=O)c2ccc(OCC(=O)O)cc2)cc1	?	11%	-1%	-9%	-6%	?	1%	-14%	-16%
Fc1ccc([C@@H]2Nc3ccccc3[C@@H]3C=CC[C@@H]32)cc1	-35%	?	-5%	-2%	-11%	2.2µM*	.	-6%	7%
